Screening results: PubChem, The Scripps Research Institute Molecular Screening Center
FBW7 activator – human FBW7 E3 ligase activation, primary screen; AID 1259310; Q969H0; AlphaScreen FBW7–phospho-cyclin E peptide binding, activator screen; normalized activity (activation), % at 26.1 µM; 650,000 compounds, 0.13% hits; in the data active = normalized activity above about 1.9%;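 also: purified mutant Fbw7 with reduced substrate affinity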
MITF inh – inhibitors of human MITF; O75030; AlphaScreen MITF homodimerization, bead proximity signal; inhibition, % at 2.6 µM; 650,000 compounds, 0.91% hits; in the data active = inhibition above about 50%;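 also: 0% = vehicle wells with protein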
Target sequence (O75030 whole entry, looked up): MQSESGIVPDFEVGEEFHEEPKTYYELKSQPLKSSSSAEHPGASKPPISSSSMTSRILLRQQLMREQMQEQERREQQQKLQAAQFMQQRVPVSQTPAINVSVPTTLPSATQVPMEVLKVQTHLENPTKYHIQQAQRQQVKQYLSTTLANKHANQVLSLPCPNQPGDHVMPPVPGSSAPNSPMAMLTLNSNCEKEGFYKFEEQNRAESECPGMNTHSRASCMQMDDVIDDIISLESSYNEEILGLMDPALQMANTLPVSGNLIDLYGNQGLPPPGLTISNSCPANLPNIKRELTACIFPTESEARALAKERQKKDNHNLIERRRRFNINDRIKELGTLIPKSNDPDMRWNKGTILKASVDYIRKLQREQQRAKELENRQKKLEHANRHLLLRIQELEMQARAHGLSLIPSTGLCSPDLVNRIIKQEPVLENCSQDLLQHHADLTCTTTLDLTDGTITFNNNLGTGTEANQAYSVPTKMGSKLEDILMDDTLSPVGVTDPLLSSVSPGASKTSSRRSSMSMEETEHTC
GPR151 activ – activates the human receptor GPR151; Q8TDV0; PathHunter beta-arrestin GPR151 cells, luminescence; activation, % at 11.2 µM; 650,000 compounds, 1% hits; AID 1508602; in the data active = activation above about 4.9%;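 also: 0% = median of compound wells and 100% = cells with positive control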
Target sequence (Q8TDV0 whole entry, looked up): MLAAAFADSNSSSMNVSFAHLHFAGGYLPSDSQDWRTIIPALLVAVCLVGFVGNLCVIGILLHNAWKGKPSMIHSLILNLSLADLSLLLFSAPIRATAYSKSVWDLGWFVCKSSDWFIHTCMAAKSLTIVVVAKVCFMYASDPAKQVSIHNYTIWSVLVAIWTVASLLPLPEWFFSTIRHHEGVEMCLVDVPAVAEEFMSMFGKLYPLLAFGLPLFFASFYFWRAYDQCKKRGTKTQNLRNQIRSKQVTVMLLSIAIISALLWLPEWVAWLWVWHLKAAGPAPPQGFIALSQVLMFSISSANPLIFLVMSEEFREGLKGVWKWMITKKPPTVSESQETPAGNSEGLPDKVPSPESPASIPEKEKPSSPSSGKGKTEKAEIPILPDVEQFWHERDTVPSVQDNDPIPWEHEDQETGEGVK
TEAD-YAP inh – TEAD-YAP interaction inhibition; 640,000 compounds, 1.4% hits; HEK-TIYL cells, TEAD-Gal4/YAP UAS-luciferase luminescence; inhibition, % at 9.12 µM; AID 1259422; in the data active = inhibition above about 32%;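 also: 0% = median of test compound wells and 100% = reference inhibitor wells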
* marks the source's active call; other numbers are inactive results; & = joins results of further samples.

SMILES	FBW7 activator	MITF inh	GPR151 activ	TEAD-YAP inh
COc1ccccc1CN1C[C@@H]2C[C@@H](c3ccccc3F)N3CCC[C@@]23C1=O	0.1	5.1	0.8	-0.1
COc1ccc(NC2OC(=O)c3ccccc32)cc1 (centres undefined)	0.0	-4.2	2.1	8.2
Nc1ccc(S(=O)(=O)/N=C2/NC(=O)/C(=C/C(=O)c3ccccc3)N2)cc1	-0.1	7.0	0.0	-66.7
CC(=O)Nc1c(-c2ccccc2)nc2ncccn12	0.0	5.5	2.6	7.1
CCCCCOc1ccc2c(-c3ccccc3)cc(=O)oc2c1	0.1	10.0	0.6	-0.5
COC(=O)COc1ccc(NC(=O)Cn2nc(-c3ccc(C)c(S(=O)(=O)N(C)C)c3)c3ccccc3c2=O)cc1	0.0	-18.9	-1.4	-7.0
COc1ccc(C[C@@H]2NC(=O)[C@@H]3C[C@H](NCc4cc5ccccc5s4)CN3C2=O)cc1	0.1	6.4	1.1	-7.1
COc1cc2nc(Nc3ccc4ncccc4c3)nc(NCCN(C(C)C)C(C)C)c2cc1OC	0.1	8.3	-1.7	-0.7
CCCOc1ccc(/C(O)=C2/C(=O)C(=O)N(CCN3CCOCC3)C2c2ccc(OC)cc2)c(C)c1 (centres undefined)	0.0	-5.4	0.5	3.7
CCCc1[nH]nc2c1C(c1ccc(Cl)cc1Cl)C(C#N)=C(N)O2 (centres undefined)	0.1	2.0	-1.6	-0.7
CC(C)C12CN3CC(C(C)C)(CN(C1)C3C(O)C(O)C(O)C(O)CO)C2=O (centres undefined)	-0.1	-0.2	0.7	-6.7
CCCS(=O)(=O)Nc1nccnc1N1CCN(C(=O)c2cccn2C)CC1	0.4	7.5	-1.0	-2.0
COC(=O)C(C)(C)NC(=O)CCOc1ccc(OC)cc1	0.3	7.8	-0.9	-14.8
Cc1[nH]n(-c2ccc([N+](=O)[O-])cc2)c(=O)c1C=NCCc1ccc(S(N)(=O)=O)cc1	0.0	-0.4	-7.0	-1.9
C=CCOc1c(Cl)cc(CNC(C)C)cc1OCC	-0.1	-12.9	0.0	5.2
O=C(NCc1ccco1)C(=O)NCC1OCCN1S(=O)(=O)c1ccc(Cl)cc1 (centres undefined)	1.5	-26.1	0.3	-2.1
NC1=NC(=O)C(CC(=O)NCCC(=O)O)S1 (centres undefined)	0.1	12.6	-0.5	-1.4
CCCn1nnc(NC(=O)c2ccccc2I)n1	0.2	16.8	0.0	-17.5
O=C(Nc1ccc(-c2noc(-c3cccs3)n2)cc1)c1ccc(Br)o1	0.6	2.4	0.6	-14.7
CCOC(=O)c1c(NC(=O)c2ccc(OC)cc2)sc(C(=O)Nc2ccc(OC)cc2)c1C	0.2	14.9	0.3	5.3
O=C(COC(=O)c1ccc(-c2ccc([N+](=O)[O-])cc2)o1)NC(=O)NC1CCCCC1	0.0	8.2	-0.2	8.6
COC(=O)C(C)Oc1ccc2c(=O)c(Oc3ccccc3Br)coc2c1 (centres undefined)	0.0	-1.1	-0.3	8.3
CCCCOc1ccc(C(=O)NCc2nnc(SCC(=O)Nc3sc4c(c3C(=O)OCC)CCC4)n2CCCC)cc1	-0.1	-0.9	0.3	4.5
CCCn1cnc2sc(C(=O)Nc3ccc(C)cc3C)c(C)c2c1=O	0.1	4.0	-1.1	-3.7
O=[N+]([O-])c1cc(NC2OC(CO)C(O)C(O)C2O)cc(Sc2ccccc2)c1 (centres undefined)	0.5	9.2	-1.5	-11.5

Results in FBW7 activator and GPR151 activ, for some of the entries so far:
| canonical_smiles | FBW7 activator | GPR151 activ |
| --- | --- | --- |
| CCCCCOc1ccc2c(-c3ccccc3)cc(=O)oc2c1 | 0.1 | 0.6 |
| COC(=O)COc1ccc(NC(=O)Cn2nc(-c3ccc(C)c(S(=O)(=O)N(C)C)c3)c3ccccc3c2=O)cc1 | 0.0 | -1.4 |
| COc1ccc(C[C@@H]2NC(=O)[C@@H]3C[C@H](NCc4cc5ccccc5s4)CN3C2=O)cc1 | 0.1 | 1.1 |
| COc1cc2nc(Nc3ccc4ncccc4c3)nc(NCCN(C(C)C)C(C)C)c2cc1OC | 0.1 | -1.7 |
| CCCOc1ccc(/C(O)=C2/C(=O)C(=O)N(CCN3CCOCC3)C2c2ccc(OC)cc2)c(C)c1 (centres undefined) | 0.0 | 0.5 |
| CCCc1[nH]nc2c1C(c1ccc(Cl)cc1Cl)C(C#N)=C(N)O2 (centres undefined) | 0.1 | -1.6 |
| CC(C)C12CN3CC(C(C)C)(CN(C1)C3C(O)C(O)C(O)C(O)CO)C2=O (centres undefined) | -0.1 | 0.7 |

(next part)
SMILES	FBW7 activator	MITF inh	GPR151 activ	TEAD-YAP inh
CCC[C@@H]1C[C@@H](C(=O)N[C@@H](C2O[C@H](SC)[C@H](O)[C@@H](O)[C@H]2O)[C@H](C)Cl)N(C)C1 (some centres undefined)	0.0&0.3	-3.1&24.6	0.3&-0.9	1.0
CCOC(=O)C1=C(C)N=c2s/c(=C\c3ccc(O)cc3)c(=O)n2C1c1ccccc1 (centres undefined)	0.1	24.5	-0.1	-7.0
OC[C@H]1O[C@@H](n2cnc3c(NCc4ccco4)ncnc32)[C@H](O)[C@@H]1O	-0.1	0.1	0.8	73.7*
CCOC(=O)C(=CN=C1CCN(c2ccccc2)N1)C(=O)OCC	-0.2	-3.8	-0.5	-4.5
CC1CCCCN1C(=O)CC(=O)Nc1ccc2nc3n(c(=O)c2c1)CCCCC3 (centres undefined)	0.0	6.9	-0.2	4.0
Cc1noc(C)c1C(=O)N1CCC2(CC1)NC(=O)c1cccnc1N2C	-0.1	0.3	2.3	-1.1
Cc1ccc(-n2c(-c3cccc([N+](=O)[O-])c3)n[nH]c2=S)cc1C	0.0	6.0	0.6	6.3
COC(CNC(=O)CCc1c(C)nc2c3c(C)cc(C)nc3nn2c1C)OC	0.4	16.2	0.0	8.2
COc1cc(C2C(C(C)=O)=C(Nc3ccc(Br)cc3)CC(C)(O)C2C(C)=O)ccc1O (centres undefined)	-0.1	-3.6	0.1	-4.9
Cc1nn(-c2ccccc2)c(C)c1Sc1ccccc1N	-0.1	-5.9	-0.4	-13.3
COC(=O)C1=C(N)OC2=C(C(=O)CC(C)(C)C2)C1c1cccc(OC)c1 (centres undefined)	0.0	4.1	-0.1	5.2
COC(=O)c1nc2n(n1)C(c1ccc(OC)c(OC)c1OC)C1=C(CCCC1=O)N2 (centres undefined)	0.1	17.7	0.8	2.7
Cc1cc(=O)oc2cc(OC(C)C(=O)NCC3CCCO3)ccc12 (centres undefined)	0.6	-14.2	-0.3	-4.8
CC(O)CN1C(=O)C(=O)/C(=C(\O)c2ccccc2)C1c1cccc(F)c1 (centres undefined)	-0.1	-9.1	0.3	-9.2
CCOC(=O)N1CCN(C2=Nc3cccc4cccc2c34)CC1	-0.1	7.9	-0.1	-1.0
COc1cccc(/C=N/N(CCC#N)C2=NS(=O)(=O)c3ccccc32)c1O	0.0	8.9	10.4*	-0.9
O=C(Cn1cc2c(n1)CCCC2)NCCc1ccccc1	0.2	7.4	1.0	-3.7
O=C(NCc1ccncc1)C(=O)N/N=C/c1cccc(O)c1	0.0	10.3	0.0	-4.4
CCOc1ccccc1NC(=O)CN1CCN(c2nc(-c3ccc(F)cc3)cs2)CC1	0.1	17.8	0.0	-20.6
CC(C)N(C(=O)N1CCC(NC(=O)c2cccc(F)c2)CC1)C(C)C	0.1	18.3	0.1	-6.5
COC(=O)C1=C(C)NC2=C(C(=O)c3ccccc32)C1c1cc(Cl)c(OC)c(OC)c1 (centres undefined)	-0.2&-0.1	13.7&7.3	-0.8&0.5	60.6*
CC1(C)OC(=O)C(C(c2ccccc2)C(C#N)C(N)=O)=C(O)O1 (centres undefined)	-0.1	21.0	-0.2	6.2
CCOC(=O)C(=O)NCC(c1ccco1)S(=O)(=O)c1ccc(C)cc1 (centres undefined)	-0.2	-14.8	0.0	-2.7
O=S(=O)(N/N=C/c1c(O)ccc2ccccc12)c1ccc(Cl)cc1	0.0	3.7	-0.2	0.4
COC(=O)COc1ccc(/C=C(/C#N)C(=O)Nc2cccc(C)c2)cc1OC	-0.2	12.1	0.7	4.0

One compound at a time, as listed above. Order of screens: FBW7 activator, MITF inh, GPR151 activ, TEAD-YAP inh
Record of `COc1cccc(/C=N/N(CCC#N)C2=NS(=O)(=O)c3ccccc32)c1O` : 0.0, 8.9, 10.4*, -0.9
Record of `CC(O)CN1C(=O)C(=O)/C(=C(\O)c2ccccc2)C1c1cccc(F)c1` (centres undefined) : -0.1, -9.1, 0.3, -9.2
Record of `Cc1nn(-c2ccccc2)c(C)c1Sc1ccccc1N` : -0.1, -5.9, -0.4, -13.3

(more compounds)
SMILES	FBW7 activator	MITF inh	GPR151 activ	TEAD-YAP inh
N#Cc1cc([N+](=O)[O-])ccc1NC(=O)COC(=O)c1cccc(Cl)c1Cl	-0.2	9.7	-0.2	1.2
CCCC(c1nnnn1Cc1ccco1)N1CCN(c2cccc(Cl)c2)CC1 (centres undefined)	0.0	1.5	1.6	-2.9
CC(=O)C1=C(O)C(=O)N(c2ccc(F)cc2)C1c1ccc(Cl)cc1 (centres undefined)	0.0	1.6	1.7	1.0
COCC1CCCN(C2CCN(c3cccc(NC(=O)CC4CCCC4)c3)CC2)C1 (centres undefined)	-0.2	-0.2	0.0	-3.6
O=C1CN(S(=O)(=O)c2ccc(F)cc2)CCN1	0.2	1.6	-1.8	-15.7
CCC1Oc2ccc(C(=O)n3nc(C)cc3C)cc2N(CC(=O)NC2CCCCC2)C1=O (centres undefined)	0.3	15.1	0.1	1.1
O=C(NCc1ccccc1Cl)c1cc2ccccc2oc1=O	-0.2	-4.2	0.7	-0.8
O=C(Nc1ccncc1)c1c(O)c2cccc3c2n(c1=O)CC3	0.0	1.5	1.3	0.0
S=c1[nH]nc(C2CCCCC2)n1/N=C\c1ccccn1	-0.1	0.4	-0.7	-11.5
O=[N+]([O-])c1ccc(N/N=C\c2ccc(N3CCOCC3)o2)nc1	0.2	-9.3	-1.9	9.3
NC(=O)c1ccccc1NC(=O)NC1CC(=O)N(c2ccc(Cl)cc2)C1 (centres undefined)	0.2	-12.3	0.0	9.7
COC(=O)CNC(=O)COC(=O)COc1ccc(Cl)cc1	0.0	6.8	0.8	-5.9
COc1cc(SC)ccc1C(=O)Nc1ccc(S(=O)(=O)Nc2nccc(C)n2)cc1	0.0	1.1	1.6	-6.6
N=C1S/C(=C\c2ccc(-c3cc(Cl)cc(Cl)c3)o2)C(=O)N1c1ccc(OC(F)(F)F)cc1	0.0	-11.9	-0.4	3.7
CCCCCSc1nnc2c(n1)OC(c1ccco1)Nc1ccc(Br)cc1-2 (centres undefined)	0.2	13.6	0.7	-20.5
Cc1noc2c1C(O)CC(C)(C)C2 (centres undefined)	0.1	16.5	-1.2	-2.0
CCOC(=O)c1cnc2ccc(OCC)cc2c1N1CCC(C)CC1	0.1	15.2	1.4	-10.0
CN(Cc1nc(-c2ccccc2)cs1)C(=O)NC1(c2ccccc2)CC1	0.1	6.0	-1.1	1.5
O=C(O)c1ccc(NC(=O)C2Cc3ccccc3C(=O)O2)cc1 (centres undefined)	0.0	-3.9	-2.3	-2.4
CCOC(=O)c1c(NC(=O)CSc2nnc(CNC(=O)c3cc(OC)cc(OC)c3)n2C2CCCCC2)sc2c1CCCC2	0.3	11.7	-0.1	-15.8
COCCCN1C(=O)C(O)=C(C(=O)c2cccs2)C1c1ccc(C(C)(C)C)cc1 (centres undefined)	0.0	-5.7	3.6	0.5
CCSc1nc2c(cc1C#N)CCCC2	1.4	16.3	0.2	5.0
Cc1ccc(-c2c(NCc3ccccc3)oc3c2c(=O)n(C)c(=O)n3C)cc1	-0.2	8.8	0.7	-29.5
O=c1nc2s/c(=C\c3ccc(-c4cccc(Cl)c4Cl)o3)c(=O)n2c2sc3c(c12)CCCC3	-0.1	-2.6	-0.4	7.0
c1ccc(CCCOc2ccc(-c3cccs3)cn2)nc1	-0.5	-16.3	-1.1	-58.1

Other compounds.
SMILES	FBW7 activator	MITF inh	GPR151 activ	TEAD-YAP inh
CCCc1nc(SCC(=O)Nc2nccs2)c2ccccc2n1	0.0	21.6	1.3	1.2
O=S(=O)(NCC1(CO)CC1)c1ccc2c(c1)CCCC2	0.1	7.4	0.8	0.4
O=C(O)Cc1c(Cl)sc2ccccc12	0.0	3.4	1.5	11.1
CCOc1ccc(S(=O)(=O)Nc2cccc(Br)c2)c2ccccc12	0.0	3.2	1.0	2.8
NC(=O)C(=O)Nc1c(F)cc(F)cc1Br	-0.1	-11.4	-0.6	1.3
C=C(C)CS(=O)(=O)c1ccccc1	0.1	13.3	-0.4	-11.7
COCC(=O)NC(CC(C)C)c1nnc2n1CCN(Cc1cc(OC)ccc1O)CC2 (centres undefined)	0.0	4.6	0.3	1.4
O=C(C(Cl)Cl)N1CCN(C(c2ccccc2)c2ccccc2)CC1	-0.1	-11.8	-1.1	12.9
Cc1cccc(-n2nc3c(c2NC(=O)c2ccccc2[N+](=O)[O-])CSC3)c1C	-0.3	-4.1	0.3	5.6
Cc1nnc(NC(=O)Cn2c3ccccc3c(=O)c3ccccc32)s1	-0.2	-2.2	1.3	6.1
COc1ccc(CNC(=O)COc2ccc(C)cc2)cc1	-0.1	1.4	-2.1	-7.6
O=C(NCc1cccc(Cl)c1)c1ccc2c(=O)n(-c3cccc(C(F)(F)F)c3)c(=S)[nH]c2c1	-0.2	-10.6	0.9	1.2
COc1cccc(CNC(=O)c2nc(-c3cccnc3)no2)c1	-0.1	-12.8	2.1	-5.0
COc1ccc(OC)c(NC(=O)NNC(=O)c2ccc(C)s2)c1	0.2	6.8	-0.8	12.3
